PTHR1 agonist: agonists of human PTHR1 parathyroid hormone receptor; HEK293 GP2 PTHR1 cells, GloSensor cAMP luminescence, 1 h; Potency, µM (highest dose often 115 µM), inactives show at the top dose activation, hits mostly activators; Q03431; 410,000 compounds, 0.075% hits; also: potency is read from the fitted curve at half-maximal effect; nearly all actives have a fitted effect of over 55% in size; some results filed as inactive show a strong effect at the top dose; inactives centre near -15; many of its hits are not listed in these tables
Target sequence (Q03431 whole entry, looked up): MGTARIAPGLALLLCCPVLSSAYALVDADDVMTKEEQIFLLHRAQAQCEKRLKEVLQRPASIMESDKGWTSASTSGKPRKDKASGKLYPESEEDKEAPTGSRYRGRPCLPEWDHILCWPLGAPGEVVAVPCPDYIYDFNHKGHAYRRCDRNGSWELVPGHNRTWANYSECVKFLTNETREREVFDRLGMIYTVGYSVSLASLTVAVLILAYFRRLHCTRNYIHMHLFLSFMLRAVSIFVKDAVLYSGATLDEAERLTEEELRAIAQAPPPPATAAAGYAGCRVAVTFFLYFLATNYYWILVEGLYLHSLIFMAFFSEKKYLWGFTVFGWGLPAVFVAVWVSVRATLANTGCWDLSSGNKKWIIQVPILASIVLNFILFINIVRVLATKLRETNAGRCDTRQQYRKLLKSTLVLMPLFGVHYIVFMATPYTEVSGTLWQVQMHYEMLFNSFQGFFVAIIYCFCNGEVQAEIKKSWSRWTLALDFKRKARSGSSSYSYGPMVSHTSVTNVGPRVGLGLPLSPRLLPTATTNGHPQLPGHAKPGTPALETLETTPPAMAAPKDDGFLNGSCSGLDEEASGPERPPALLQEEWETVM
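HEK-293-derived GP2 cells expressing PTHR1 and a GloSensor cAMP reporter, 3,000/well, plated overnight, given luciferin plus IBMX (each 0.5 mM as added) for 1 h at 37 °C, then compound for 1 h at 37 °C. Luminescence was read after 15 min at room temperature.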
Akt phos inh: blocks phosphorylation of Akt; Neuro2A IGF-stimulated pAkt S473 HTRF, 20 min; active compounds read low; activity change, % for hits at 50 µM; 360,000 compounds, 0.32% hits; in the data active = activity change below about -80%; inconclusive = mostly about -51% to -80%; also: % is scaled to controls: 0 for no effect and ±100 for the full control effect
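Neuro2A cells (4,500/well, DMEM with 0.5% FBS) were treated with compound at a single 50 µM final concentration, stimulated with 6 nM IGF for 20 min at 37 °C, and lysed. Phospho-Akt Ser473 was read by HTRF as 665/615 ratio ×10^4.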
GLP1R inv ag: inverse agonists of human GLP-1 receptor; HEK293 GLP-1R CRE-luciferase, luminescence, 24 h; GLP-1R form is constitutively active; Potency, µM (doses to about 38.3 µM), inactives show at the highest dose activity change, negative = inhibition, usual class: inhibitors; 410,000 compounds, 1.6% hits; AID 624417; also: potency is read from the fitted curve at half-maximal effect; % is scaled to controls: 0 for no effect and ±100 for the full control effect; nearly all actives have a fitted effect of over 55% in size
Target sequence (P43220 whole entry, looked up): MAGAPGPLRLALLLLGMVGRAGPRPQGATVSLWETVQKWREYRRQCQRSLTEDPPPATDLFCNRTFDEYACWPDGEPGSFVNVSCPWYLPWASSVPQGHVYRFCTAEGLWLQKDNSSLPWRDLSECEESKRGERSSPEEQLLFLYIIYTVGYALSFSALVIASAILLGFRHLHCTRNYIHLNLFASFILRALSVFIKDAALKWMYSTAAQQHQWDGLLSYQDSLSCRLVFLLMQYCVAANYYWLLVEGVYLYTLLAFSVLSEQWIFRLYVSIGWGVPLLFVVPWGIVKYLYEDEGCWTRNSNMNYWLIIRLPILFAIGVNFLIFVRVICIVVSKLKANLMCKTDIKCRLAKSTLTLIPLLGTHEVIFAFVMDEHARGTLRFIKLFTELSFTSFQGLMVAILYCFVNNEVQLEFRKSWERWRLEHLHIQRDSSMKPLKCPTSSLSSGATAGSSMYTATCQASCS
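Constitutively active GLP-1R drives a cAMP-responsive luciferase in stably transfected HEK293 cells; test compounds are added after overnight (12 h) attachment and left 24 hr, and signal loss in luminescence marks inhibition.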
TDP43 rescue: TDP-43 toxicity inhibition in yeast; TDP-43 expressing yeast growth rescue, BacTiter-Glo, 24 h; AID 652104; 410,000 compounds, 1.8% hits; Potency, µM (series often up to 46.1 µM), for the others: at the highest dose growth rescue (activation), most hits filed as activators; also: potency is read from the fitted curve at half-maximal effect; % of control where 0% means no effect; nearly all actives have a fitted effect of over 50% in size
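In this qHTS, compounds that restore growth of yeast expressing TDP-43 appear as activators. Cells (OD600=0.02, galactose medium, raffinose-pregrown) are incubated with compound 24 hr at 30 deg C and growth is quantified by BacTiter-Glo.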
aSyn rescue: rescues yeast growth from alpha-synuclein toxicity | Yeast expressing alpha-synuclein, growth rescue, BacTiter-Glo, 24 h | Potency, µM (series often up to 46.1 µM), for the others: at the highest dose growth rescue (activation), actives largely listed as activators | 370,000 compounds, 0.14% hits | AID 652106; also: potency is read from the fitted curve at half-maximal effect; % of control where 0% means no effect; nearly all actives have a fitted effect of over 65% in size
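Galactose-induced alpha-syn yeast (OD600=0.02, raffinose-pregrown) + pinned cpd, 24 hr, 30 deg C; growth by BacTiter-Glo luminescence. Growth restoration scores as activation.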
HEK293 tox: cytotoxicity counter-screen for GLP-1 receptor inverse agonists | HEK293 cAMP-luciferase reporter cells, luminescence, 24 h | 410,000 compounds, 0.13% hits | AID 624418 | Potency, µM (series often up to 38.3 µM), without a hit: at the top dose activity change, negative = inhibition, most hits filed as inhibitors;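 also: loss of luciferase light is scored as toxicity; potency is read from the fitted curve at half-maximal effect; % is scaled to controls: 0 for no effect and ±100 for the full control effect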
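Quantitative HTS format, 1536 wells, 200 cells/uL seeded. Compounds: 23 nL, 24 h, 37 °C. Detection: luciferase reagent, luminescence at 12 min RT; decreased signal taken as cytotoxic.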
Abeta yeast res: restores growth of yeast expressing A-beta42 peptide; yeast expressing A-beta42, growth rescue, OD600, 48 h; response scale: 0% DMSO, 100% iron-clioquinol control; Potency, µM (highest dose often 46.1 µM), for the others: at the highest dose growth rescue, actives largely listed as activators; 410,000 compounds, 0.063% hits; AID 1347071; also: potency is read from the fitted curve at half-maximal effect; nearly all actives have a fitted effect of over 55% in size
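Yeast A-beta toxicity model in growth medium with pinned compounds, 48 h at 30 C; growth read as absorbance at 600 nm. Normalized to FeCl3/clioquinol equimolar mix (positive) and DMSO (negative).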
Mm-Cpn inhibitor: blocks the Methanococcus maripaludis chaperonin Mm-Cpn. purified Mm-Cpn ATPase, ADP Transcreener TR-FRET. Potency, µM (series often up to 76.9 µM), inactives show at the highest dose activity, negative = inhibition, most hits filed as inhibitors. 330,000 compounds, 0.031% hits. AID 504842; also: potency is read from the fitted curve at half-maximal effect; % is scaled to controls: 0 for no effect and ±100 for the full control effect; nearly all actives have a fitted effect of over 80% in size
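25 nM Mm-CPN + cpd, 10 min 37°C; + 10 uM ATP, 30 min 37°C; buffer 30 mM Tris pH 7.4, 100 mM KCl, 5 mM MgCl2, 1 mM DTT; Transcreener ADP HTRF detection 30 min RT.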
FUS suppressor: FUS proteinopathy suppression in yeast; S. cerevisiae FUS-expressing, growth rescue, OD600, 24 h; Potency, µM (doses to about 76.6 µM), for the others: top-dose growth rescue (activation), actives largely listed as activators; 390,000 compounds, 0.24% hits;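 also: potency is read from the fitted curve at half-maximal effect; plate controls were DMSO vehicle for no effect and reference control for full effect; nearly all actives have a fitted effect of over 55% in size; some results filed as inactive show a strong effect at the top dose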
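Yeast FUS proteinopathy model; galactose-induced FUS (2%), starting OD 0.005. Cpds in dilution series, 24hr, 30C, 99% humidity. Abs 600 nm growth. Pos ctrl CP55940 (top 92uM final); neg ctrl DMSO.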
The depositor's hits bear a star; i = inactive; u = inconclusive; x = no result given; [ ] = remark or other dose. Unless noted, calls follow the shape of the dose curve; as a rule, active = well fitted curve in the direction sought with a large enough effect; inconclusive = small, poorly fitted or top-dose-only effect, or another doubt; inactive = no such curve, though single readings can be large; an effect the other way counts as inactive or inconclusive.

SMILES | PTHR1 agonist | Akt phos inh | GLP1R inv ag | TDP43 rescue | aSyn rescue | HEK293 tox | Abeta yeast res | Mm-Cpn inhibitor | FUS suppressor
CCc1nccn1-c1cc(C(C)(C)C)nc2c(-c3ccc(Cl)cc3)cnn12 | i | i | 19% | 5% | 6% | -2% | -4% | 0% | -4%
CN(C)c1ccc(Nc2ncnc3sc4c(c23)CCCC4)cc1 | i | x | u | -10% | 13% | 1% | -31% | x | 15%
CN(C)CCCN(C(=O)COc1ccc(Cl)cc1)c1nc2cc3c(cc2s1)OCO3 | i | i | u | -18% | -1% | u | -1% | 1% | 4%
COc1ccc(C2C(=O)N(C3CCC(C)CC3)CC(=O)N2CCC2=CCCCC2)cc1OC (stereo unspecified) | -3% | x | 13% | 18% | x | 1% | 12% | x | 24%
CCOc1cccc(/C=N/NC(=O)c2cc(C3CC3)[nH]n2)c1O | -5% | i | u | 6% | -2% | -13% | -35% | -1% | 4%
c1nnnn1C12CC3CC(CC(C3)C1)C2 | i | i | 14% | 26% | -5% | -10% | 2% | 0% | -19%
CCOC(=O)c1[nH]c(C(=O)O)c(CCN(CC)CC)c1C | -10%[57.5 µM] | i | -4% | -8% | 2% | 2% | 9% | 4% | -11%
CC1CCN(C(=O)CCNS(=O)(=O)c2ccccc2)CC1 | -12%[57.5 µM] | i | 56%[activator] | 2% | 1% | -1% | 23% | 1% | 17%
Cc1ccc(C)n1-c1ccc(-c2ccnc(N)n2)cc1 | -2% | i | -4%[0.307 µM] | 32µM* | 11% | 5%[0.307 µM] | -2% | -1% | 21%
O=C(Cc1coc2cc(O)ccc12)NNC(=O)c1ccc(Br)s1 | -16% | i | -14% | 23% | -12% | -24% | 1% | 3% | x
COc1ccccc1C(=O)N/N=C(\C)CC(=O)Nc1ccccc1NC(C)=O | -2% | i | 16% | -10% | 0% | -11% | 4% | -3% | -24%
CC(=O)c1cccc(NC(=O)Cn2c(SCC(=O)Nc3ccc(F)cc3)nc3ccccc32)c1 | -66%[inhibitor] | x | u | 12% | x | -2% | -15% | x | 32%
COc1ccc(CCNC(=O)CCc2c(C)c3ccc(O)c(C)c3oc2=O)cc1 | i | x | 6% | 13% | x | 52%[activator] | -1% | x | -11%
O=C(CCNC(=O)c1ccccc1Cl)NCc1ccco1 | -8% | i | 17% | -12% | -1% | 0% | 10% | -28% | -11%
Cc1noc(C)c1C(=O)Nc1ccccc1N1CCOCC1 | -25% | i | 17% | 18% | -3% | -6% | -5% | -1% | -1%
Cc1nn(C)c(C)c1CN(C)S(=O)(=O)c1ccc(F)cc1 | -79%[inhibitor] | i | 2% | 7% | 2% | -7% | -6% | -1% | 13%
COc1ccc(NC(=O)COC(=O)CCNC(=O)c2ccco2)cc1Cl | i | i | 7% | 14% | 8%[1.84 µM] | -29% | -3% | -24% | 11%
N#CC1CC(c2ccccc2)Nc2cc(Cl)ccc2N1 (stereo unspecified) | -45%[inhibitor] | i | u | 24% | -17% | -24% | 1% | -3% | -25%
COCCNC(=O)c1ccc(CS(=O)(=O)c2ccc(OC)cc2)o1 | -18% | i | -15% | 0% | 0% | 3% | -15% | -2% | -18%
O=C(N/N=C/c1ccc[nH]1)c1cccc(Br)c1 | i | i | -34% | 11% | 0% | u | 14% | -2% | x
COC(=O)c1sc(NC(=O)C2c3ccccc3Oc3ccccc32)c(C(=O)OC)c1C | i | i | 1% | -6% | 1% | 3% | 19% | -28% | x
CNC(=S)N1CCc2cc(OC)c(OC)cc2C1COc1ccc(F)cc1 (stereo unspecified) | i | i | -23% | -2% | 5% | 1% | 14% | u | 21%
COc1ccc(C(C(=O)NC(C)(C)C)n2c(-c3ccc(C(F)(F)F)cc3)nc3ccccc32)cc1 (stereo unspecified) | i | i | 13% | 8% | -2% | -1% | -1% | x | 0%
CS(=O)(=O)N(Cc1nnc(-c2cccs2)o1)c1ccc(Cl)cc1F | i | i | -8% | -1% | 2% | -8% | -9% | 2% | -13%
CC(C)C[C@H](NC(=O)OC(C)(C)C)c1n[nH]c(=S)n1N | i | i | 1% | 20% | -1% | -9% | 1% | -1% | x
CN1C(=O)C(O)(C2COC(C)(C)CC2=O)c2cc(Br)ccc21 (stereo unspecified) | -5%[57.5 µM] | i | -6% | -2% | 0% | -22% | 5% | 1% | -19%
CC(C)CN1CCC(Oc2cccc(C(=O)NCCc3ccccc3)c2)CC1 | i | i | u | 12% | 1% | u | 9% | -2% | x
COc1ccc(N=Nc2c(C)n[nH]c2C)cc1 | -10% | i | 30% | 25% | 6% | 1% | -19% | 0% | -19%
CCC1=Nc2cc(C(=O)NC3CCCC3)ccc2Sc2ccc(Cl)cc21 | 12% | x | u | -14% | x | u | -25% | x | -1%
CN(C)S(=O)(=O)c1ccc(C(=O)OCc2ccc(C#N)cc2)cc1 | i | i | -1% | 8% | 4% | -8% | -19% | -1% | -3%

Three entries out of the list above, sorted by the number in FUS suppressor, rising.
Compound | FUS suppressor
CS(=O)(=O)N(Cc1nnc(-c2cccs2)o1)c1ccc(Cl)cc1F | -13%
CN(C)S(=O)(=O)c1ccc(C(=O)OCc2ccc(C#N)cc2)cc1 | -3%
COc1ccc(C(C(=O)NC(C)(C)C)n2c(-c3ccc(C(F)(F)F)cc3)nc3ccccc32)cc1 (stereo unspecified) | 0%

In the list so far, these contain a furan ring, fused or not.
SMILES | PTHR1 agonist | Akt phos inh | GLP1R inv ag | TDP43 rescue | aSyn rescue | HEK293 tox | Abeta yeast res | Mm-Cpn inhibitor | FUS suppressor
O=C(Cc1coc2cc(O)ccc12)NNC(=O)c1ccc(Br)s1 | -16% | i | -14% | 23% | -12% | -24% | 1% | 3% | x
O=C(CCNC(=O)c1ccccc1Cl)NCc1ccco1 | -8% | i | 17% | -12% | -1% | 0% | 10% | -28% | -11%
COc1ccc(NC(=O)COC(=O)CCNC(=O)c2ccco2)cc1Cl | i | i | 7% | 14% | 8%[1.84 µM] | -29% | -3% | -24% | 11%
COCCNC(=O)c1ccc(CS(=O)(=O)c2ccc(OC)cc2)o1 | -18% | i | -15% | 0% | 0% | 3% | -15% | -2% | -18%

New compounds follow
SMILES | PTHR1 agonist | Akt phos inh | GLP1R inv ag | TDP43 rescue | aSyn rescue | HEK293 tox | Abeta yeast res | Mm-Cpn inhibitor | FUS suppressor
CN1CCN(C(=O)c2ccc3c(c2)NC(=O)C(N2CCOCC2)S3)CC1 (stereo unspecified) | i | i | 6% | 2% | 2% | 3% | 11% | -1% | 2%
Cc1[nH]c2ccccc2c1SCc1nnc(SCc2ccccc2)n1C | -64%[inhibitor] | i | -28% | 4% | 7% | 12% | 17% | -1% | 19%
Cc1ccc(S(=O)(=O)NCc2ccc3c(c2)cc(C)n3C)cc1 | -17% | i | -6% | -17% | -7% | 0% | -13% | u | 37%
Cc1ccc2[nH]c(CSc3nnc(NC(=O)COc4ccc(F)cc4)s3)cc(=O)c2c1 | i | x | 10% | 0% | x | 32%[activator] | -6% | x | -17%
CCc1ccc(S(=O)(=O)Nc2cccc(C3OCCCO3)c2)cc1 | -12% | i | 7% | 0% | 9% | 2% | 1% | -4% | 5%
CCCCn1c(N)c(N(CC)C(=O)CCc2ccccc2)c(=O)[nH]c1=O | i | i | 0% | -2% | -2% | 1% | -9% | 1% | 17%
CNC(=O)C1CCC(Cn2c(=O)c3sccc3n(CC(=O)NCc3ccc(F)cc3)c2=O)CC1 (stereo unspecified) | -5% | x | 9% | 9% | x | -7% | -12% | x | 3%
Cc1c(C(=O)Oc2cc(N)n(S(C)(=O)=O)n2)cccc1[N+](=O)[O-] | -3% | i | -1% | -12% | 6% | 2% | 24% | -7% | -8%
COc1cccc(N/C=C/C(=O)c2ccc(Br)cc2)c1 | -17%[57.5 µM] | i | u | 11% | -38%[inhibitor] | -17% | -60%[inhibitor] | x | 4%
Fc1ccc(N2CCN(Cc3cnc(Oc4ccc(Br)cc4)s3)CC2)cc1 | -16%[57.5 µM] | i | u | 4% | 0% | 4% | 8% | 0% | 16%
CCOC(=O)c1c(C)[nH]c(C)c1C(=O)COC(=O)c1cccnc1SC | -6% | i | -5% | 11% | 8% | -9% | -5% | -2% | 15%
O=C(NCC(F)(F)F)Nc1ccccn1 | -16%[57.5 µM] | i | 8% | 23% | 4% | 22% | 0% | 1% | 6%
c1ccc(NCc2cccnc2)cc1 | i | i | 12% | -3% | 11% | 6% | -10% | -1% | 22%
O=C(Nc1ccc2c(c1)Cc1ccccc1-2)c1ccccc1F | -8% | i | -24% | -15% | -5% | -5% | -8% | x | 17%
CCOC(=O)c1noc2ncnc(N3CCN(c4ccccc4OC)CC3)c12 | i | x | u | u | x | u | -7% | x | u
CC(C)Nc1nnc(SCC(=O)NCc2ccc3c(c2)OCO3)s1 | i | i | 10% | -5% | 0% | -1% | -12% | u | 9%
CC(Sc1ccccc1)C(=O)NCC(c1ccco1)N1CCCCC1 (stereo unspecified) | i | i | u | 12% | -1% | 10% | 9% | 0% | -8%
O=C(c1ccccc1Br)N1CCCC(c2nc(-c3cccs3)no2)C1 (stereo unspecified) | -33%[inhibitor] | i | u | 7% | 4% | 1% | -3% | 0% | 14%

These rows are one share of the data; count on the stated rates, not on these rows.
